JMJD2A Tudor inh – blocks the human JMJD2A Tudor domain; O75164; AlphaScreen JMJD2A-Tudor / H3K4me3 peptide binding; Potency, µM (titrated, usually from 114 µM), inactives show at the highest dose activity change, negative = inhibition, usual class: inhibitors; hit rate 4.4% among 390,000; note: potency is the fitted concentration of half-maximal effect; % is set by controls: 0 for no effect and ±100 for the full control effect; nearly all actives have a fitted effect of over 50% in size
RGS4 inhibitor – blocks human RGS4-accelerated GTP hydrolysis. P49798. Transcreener GDP fluorescence polarization, RGS4-accelerated GTP hydrolysis. Potency, µM (highest dose often 114 µM), inactives show top-dose activity change, negative = inhibition, hits mostly inhibitors. hit rate 0.039% among 390,000; note: potency is the fitted concentration of half-maximal effect; % is set by controls: 0 for no effect and ±100 for the full control effect; nearly all actives have a fitted effect of over 75% in size; some results filed as inactive show a strong effect at the top dose
Target sequence (P49798 whole entry, looked up): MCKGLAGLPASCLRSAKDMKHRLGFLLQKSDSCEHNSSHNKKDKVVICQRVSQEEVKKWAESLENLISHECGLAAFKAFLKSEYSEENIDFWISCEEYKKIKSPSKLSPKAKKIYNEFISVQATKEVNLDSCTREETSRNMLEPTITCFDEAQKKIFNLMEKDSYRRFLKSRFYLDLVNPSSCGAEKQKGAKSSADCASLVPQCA
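MLSMR compounds (23 nl, pin-transferred) preincubated 10 min at room temperature with a 500nM (2x) first reagent, then RGS4 at 900nM (2x) plus Transcreener GDP mix added; fluorescence polarization (620/688 nm) read before and after 90 min at 30 °C.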
BAZ2B block – BAZ2B (human) inhibition; Q9UIF8; AlphaScreen BAZ2B-H3K14Ac peptide displacement; Potency, µM (doses to about 114 µM), for inactives: top-dose activity change, negative = inhibition, usual class: inhibitors; hit rate 4.4% among 360,000; note: potency is the fitted concentration of half-maximal effect; % is set by controls: 0 for no effect and ±100 for the full control effect; nearly all actives have a fitted effect of over 60% in size
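In this displacement format the biotinylated H3(5-23) peptide acetylated at Lys14 serves as ligand at 50 nM, with BAZ2B at 50 nM in PBS pH 7.4 containing 0.01% Tween-20. Donor and acceptor beads are 10 ug/mL final.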
PI4K2A block – blocks human PI4K2A kinase activity. purified PI4K2A, ADP-Glo luminescence, 1 h; stronger effect = lower value. hit rate 0.13% among 420,000. Q9BTU6. activity change, negative = inhibition, % at 76.9 µM; in the data active = activity change below about -50%; inconclusive = mostly about -30% to -49%;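 note: -100% = wells without enzyme as full effect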
Target sequence (Q9BTU6 whole entry, looked up): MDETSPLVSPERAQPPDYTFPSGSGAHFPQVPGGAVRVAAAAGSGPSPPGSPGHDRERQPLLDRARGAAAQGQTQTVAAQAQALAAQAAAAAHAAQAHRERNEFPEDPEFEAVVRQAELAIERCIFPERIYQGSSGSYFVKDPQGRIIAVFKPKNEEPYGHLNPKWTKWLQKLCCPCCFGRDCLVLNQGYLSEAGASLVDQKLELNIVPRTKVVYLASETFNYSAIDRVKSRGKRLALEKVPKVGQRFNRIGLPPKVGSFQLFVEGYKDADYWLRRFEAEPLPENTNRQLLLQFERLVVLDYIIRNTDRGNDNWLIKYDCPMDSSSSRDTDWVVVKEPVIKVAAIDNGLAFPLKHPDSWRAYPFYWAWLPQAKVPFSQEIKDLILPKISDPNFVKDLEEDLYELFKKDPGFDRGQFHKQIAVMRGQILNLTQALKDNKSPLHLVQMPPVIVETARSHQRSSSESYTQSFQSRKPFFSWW
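ADP-Glo luminescence measured ADP generated by PI4K2A enzyme (4 ug/mL before mixing) with 1.2 mM PI substrate (pre-mix) and 300 microM ATP (pre-mix). Tris pH7.5 buffer with MgCl2, Triton X-100; 1 h reaction at ambient temperature.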
G9a block – G9a (human) methyltransferase inhibition; G9a H3K9 monomethylation, AlphaScreen, 2 h; Potency, µM (top dose mostly 102 µM), without a hit: at the highest dose activity, negative = inhibition, actives largely listed as inhibitors; hit rate 8.8% among 350,000; note: potency is the fitted concentration of half-maximal effect; % is set by controls: 0 for no effect and ±100 for the full control effect; nearly all actives have a fitted effect of over 75% in size
Target sequence (Q96KQ7 913-1193 limits assumed): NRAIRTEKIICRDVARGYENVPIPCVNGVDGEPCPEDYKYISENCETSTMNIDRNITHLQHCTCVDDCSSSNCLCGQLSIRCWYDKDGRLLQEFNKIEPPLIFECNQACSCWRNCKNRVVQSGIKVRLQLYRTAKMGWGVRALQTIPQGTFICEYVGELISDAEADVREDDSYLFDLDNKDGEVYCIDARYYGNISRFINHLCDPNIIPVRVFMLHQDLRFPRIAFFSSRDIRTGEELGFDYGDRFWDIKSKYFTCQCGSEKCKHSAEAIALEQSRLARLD
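AlphaScreen read-out: biotin-H3K9 peptide (500 nM) methylation by 20 nM enzyme with 20 uM SAM, 2 h at room temperature after 15 min compound preincubation; anti-monomethyl H3K9 antibody plus donor/acceptor beads, 10 min dark.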
GLS inhibitor – inhibitors of human glutaminase (GLS); O94925; GLS enzymatic activity, qHTS titration; Potency, µM (highest dose often 45.5 µM), without a hit: at the highest dose activity change, negative = inhibition, usual class: inhibitors; hit rate 0.21% among 410,000; note: potency is the fitted concentration of half-maximal effect; % is set by controls: 0 for no effect and ±100 for the full control effect
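Enzyme dispensed in phosphate buffer (45 mM, pH 8.2, 0.02% Tween-20), compounds pinned in, then 1 mM L-glutamine solution and the glutamate oxidase–HRP–Amplex Red mix added; fluorescence read immediately and again after 30 min at room temperature.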
ERG Ets-DNA blk – blocks human ERG Ets domain binding to DNA. P11308. fluorescence polarization, His-ERG Ets domain / labelled DNA. Potency, µM (doses to about 76.9 µM), inactives show at the highest dose FP activity, negative = inhibition, actives largely listed as inhibitors. hit rate 0.028% among 370,000; active = well fitted inhibition curve with a large enough effect in the polarisation, with a control signal flat; inconclusive = small, poorly fitted or top-dose-only effect, or effect the other way, or a change in a side signal; inactive = no such curve, though single readings can be large or run the other way; the % refers to the polarisation;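 note: polarization taken with two DNA probes labelled with fluorescein and Texas red; potency is the fitted concentration of half-maximal effect; % of control where 0% means no effect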
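His-tagged ERG Ets domain (1 uM in the protein solution; 300mM KCl, 50mM Tris-HCl, 1mM EDTA, 1mM DTT, pH 7.5) received compound, then a probe mix of 5 nM fluorescein-DNA and 100nM Texas-615-DNA. Fluorescence polarization was read for both dyes.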
HP1b binding inh – HP1-beta chromodomain-methylated histone interaction inhibition | P83916 | AlphaScreen HP1-beta / biotin-H3K9me3 peptide binding | Potency, µM (top dose mostly 114 µM), inactives show at the highest dose activity change, negative = inhibition, actives largely listed as inhibitors | hit rate 0.56% among 390,000 | AID 540317; note: potency is the fitted concentration of half-maximal effect; nearly all actives have a fitted effect of over 70% in size; inactives centre near 23
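Compound inhibition of the preformed complex between 50 nM HP1-beta and 50 nM biotinylated H3K9me3 peptide was read by AlphaScreen. Buffer was PBS pH 7.4 with 0.01% Tween-20. Incubations ran 30 min at room temperature, with 10 ug/mL donor/acceptor beads.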
ALOX12 inh – inhibitors of human 12S-lipoxygenase ALOX12; AID 1671190; P18054; Potency, µM (top dose mostly 108 µM), inactives show at the top dose activity change, negative = inhibition, most hits filed as inhibitors; purified 12hLO, xylenol orange hydroperoxide absorbance; hit rate 1.1% among 580,000; note: potency is the fitted concentration of half-maximal effect; % is set by controls: 0 for no effect and ±100 for the full control effect
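Hydroperoxide product was detected by ferrous iron/xylenol orange as the 573 to 405 nm absorbance ratio. Arachidonic acid at 40 uM (final) was turned over for 30 min at room temperature by 150 nM human 12hLO, pH 7.0 Hepes buffer, after 15 min compound preincubation.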
An asterisk follows results filed as active; [ ] = remark or other dose. Unless noted, calls come from the whole dose curve; as a rule, active = well fitted curve in the direction sought with a large enough effect; inconclusive = small, poorly fitted or top-dose-only effect, or another doubt; inactive = no such curve, though single readings can be large; an effect the other way counts as inactive or inconclusive. An excerpt; count on the stated rates, not on these rows.

`CN1CCN(c2ccc([N+](=O)[O-])cc2C(=O)N2CCCCC2)CC1` gave JMJD2A Tudor inh -3%, RGS4 inhibitor inconclusive, BAZ2B block 8%, PI4K2A block -8, G9a block -11%[59 µM], GLS inhibitor -2%, ERG Ets-DNA blk 9%, HP1b binding inh 14% and ALOX12 inh -16%.
For c1ccc(Cn2ncc3c(Nc4ccccc4)ncnc32)cc1 the results were JMJD2A Tudor inh -16%, RGS4 inhibitor 14%, BAZ2B block -13%, PI4K2A block -2, G9a block 9%[12.7 µM], GLS inhibitor -1%, ERG Ets-DNA blk 10%, HP1b binding inh 35% and ALOX12 inh inconclusive.
Cc1n[nH]c(C)c1CCc1nc2c3ccccc3nc(SCC(N)=O)n2n1 was read as JMJD2A Tudor inh -11%, RGS4 inhibitor 1%, BAZ2B block 7%, PI4K2A block -2, G9a block -24%, GLS inhibitor -10%, ERG Ets-DNA blk -7%, HP1b binding inh 10% and ALOX12 inh 0%.
Screening CN(C(=O)CSc1nc(O)cc(=O)n1C1CCCC1)c1ccccc1 returned JMJD2A Tudor inh -17%, RGS4 inhibitor -1%, BAZ2B block -11%, PI4K2A block 0, GLS inhibitor 1%, ERG Ets-DNA blk 16%, HP1b binding inh 35% and ALOX12 inh 0%.
O=C(Nc1cccnc1)c1cc(-c2ccccc2)on1 was read as JMJD2A Tudor inh -23%, RGS4 inhibitor -21%, BAZ2B block 0%, PI4K2A block 2, G9a block -1%[59 µM], GLS inhibitor -2%, ERG Ets-DNA blk -6%, HP1b binding inh 136% and ALOX12 inh 0%.
Screening Nc1ccc2nc(CN3CCOCC3)[nH]c2c1 returned JMJD2A Tudor inh inconclusive, RGS4 inhibitor 4%, BAZ2B block 50µM*, PI4K2A block -28, G9a block inconclusive, GLS inhibitor 20%, ERG Ets-DNA blk 14%, HP1b binding inh 35% and ALOX12 inh inconclusive.
`Fc1ccc(-c2cc(C(F)(F)F)nc(NCc3cccs3)n2)cc1` gave JMJD2A Tudor inh 50%[activator], RGS4 inhibitor 2%, BAZ2B block 95%[activator], PI4K2A block 0, G9a block 159%[activator], GLS inhibitor 3%, ERG Ets-DNA blk -7%, HP1b binding inh 231%[activator] and ALOX12 inh -3%.
For O=C(NCC(c1cccs1)N1CCOCC1)c1ccc(Cl)cc1 (stereo not drawn) the results were JMJD2A Tudor inh -17%, RGS4 inhibitor -10%, BAZ2B block -7%, PI4K2A block 2, G9a block 6%, GLS inhibitor 2%, ERG Ets-DNA blk 2%, HP1b binding inh 12% and ALOX12 inh 16%.
Screening COC(=O)Cc1c(C)c2ccc(OCC(=O)N(C)C)cc2oc1=O returned JMJD2A Tudor inh -13%, RGS4 inhibitor -2%, BAZ2B block -1%, PI4K2A block -8, G9a block 15%, GLS inhibitor -24%, ERG Ets-DNA blk -5%, HP1b binding inh -4% and ALOX12 inh 0%.
`c1n[nH]c(NC2=NCCC2)n1` gave JMJD2A Tudor inh 45µM*, RGS4 inhibitor -30%, BAZ2B block 14µM*, PI4K2A block -6, G9a block 1%, GLS inhibitor -1%, ERG Ets-DNA blk 0%, HP1b binding inh 74%[activator] and ALOX12 inh 46%[activator].
`CC(=O)Nc1ccc(N=c2cc([N+](=O)[O-])cc(Cl)n2O)cc1` gave JMJD2A Tudor inh -17%, RGS4 inhibitor -7%[56.9 µM], BAZ2B block -10%, PI4K2A block 1, G9a block 7%, GLS inhibitor 18%, ERG Ets-DNA blk 4%, HP1b binding inh 70%[activator] and ALOX12 inh 1%.
CCOC(=O)c1sc2ncn(CC(=O)N(CC)CC)c(=O)c2c1C was read as JMJD2A Tudor inh -7%, RGS4 inhibitor -5%, BAZ2B block -2%, PI4K2A block 2, G9a block -10%[59 µM], GLS inhibitor -4%, HP1b binding inh 20% and ALOX12 inh -12%[57.4 µM].
Cc1ccc2cc3c(nc2c1)OCC3 was read as JMJD2A Tudor inh inconclusive, RGS4 inhibitor -4%, BAZ2B block -22%, PI4K2A block -5, G9a block 23%, GLS inhibitor -4%, ERG Ets-DNA blk 53%[activator], HP1b binding inh 31% and ALOX12 inh -1%.
For Cn1cc(C(=O)NCc2ccccc2F)cn1 the results were JMJD2A Tudor inh -10%, RGS4 inhibitor -7%, BAZ2B block -22%, PI4K2A block -3, G9a block 9%[59 µM], GLS inhibitor 2%, ERG Ets-DNA blk 10%, HP1b binding inh 27% and ALOX12 inh 11%.
Screening CCOc1cccc(CN2CCN(c3cccc(C(F)(F)F)c3)CC2)c1O returned JMJD2A Tudor inh -23%, RGS4 inhibitor 8%, BAZ2B block -15%, PI4K2A block 2, G9a block -36%[12.7 µM], GLS inhibitor 13%, ERG Ets-DNA blk 2%, HP1b binding inh 18% and ALOX12 inh inconclusive.
For O=C(CN(C(=O)CNC(=O)c1ccco1)c1ccc(F)cc1)NC1CCCC1 the results were JMJD2A Tudor inh -6%, RGS4 inhibitor -3%, BAZ2B block 0%, PI4K2A block 0, G9a block 7%, GLS inhibitor 2%, ERG Ets-DNA blk -16%, HP1b binding inh 22% and ALOX12 inh 1%.
Screening NS(=O)(=O)c1ccc(CCNC(=O)Nc2ccc(Cl)c(Cl)c2)cc1 returned JMJD2A Tudor inh -21%, RGS4 inhibitor 10%, BAZ2B block 0%, PI4K2A block 2, G9a block -1%, GLS inhibitor 2%, ERG Ets-DNA blk 0%, HP1b binding inh 9% and ALOX12 inh inconclusive.
CCOC(=O)N1CCN(c2c(NCCc3ccc(C)cc3)c(=O)c2=O)CC1 was read as JMJD2A Tudor inh -18%, RGS4 inhibitor 14%, BAZ2B block 3%, PI4K2A block -4, G9a block 8%, GLS inhibitor -2%, ERG Ets-DNA blk -9%, HP1b binding inh 41%[activator] and ALOX12 inh 4%.
`Cc1cc(SCC(=O)OCC(=O)NCc2ccc3c(c2)OCO3)c(C)cc1Br` gave JMJD2A Tudor inh -12%, RGS4 inhibitor 3%, BAZ2B block 8%, PI4K2A block -1, G9a block 21%[59 µM], GLS inhibitor 3%, ERG Ets-DNA blk -3%, HP1b binding inh 34%[activator] and ALOX12 inh -21%.
O=[N+]([O-])c1cccc(S(=O)(=O)N2CCCCC2c2cccnc2)c1 (stereo not drawn) was read as JMJD2A Tudor inh -19%, RGS4 inhibitor 4%, BAZ2B block -39%, PI4K2A block 9, G9a block 9%, GLS inhibitor 2%, ERG Ets-DNA blk -6%, HP1b binding inh 18% and ALOX12 inh 32%.
C=C(Cl)COC(=O)[C@H]1C2C=CC(C2)C1C(=O)O (stereo partly drawn) was read as JMJD2A Tudor inh -7%, RGS4 inhibitor -14%, BAZ2B block 12%, PI4K2A block -1, G9a block inconclusive, GLS inhibitor -4%, ERG Ets-DNA blk 6%, HP1b binding inh 46%[activator] and ALOX12 inh 74%[activator][57.4 µM].
For COc1cc(NC(=O)Cn2cnc3c(NCc4ccccc4)ncnc32)cc(OC)c1OC the results were JMJD2A Tudor inh -14%, RGS4 inhibitor -9%, PI4K2A block -4, GLS inhibitor -5%, ERG Ets-DNA blk -7%, HP1b binding inh 43%[activator] and ALOX12 inh 15%.
O=c1c(/C=N/OCc2ccc(Cl)cc2Cl)c[nH]n1-c1cccc(Cl)n1 was read as JMJD2A Tudor inh -30%, RGS4 inhibitor 16%, BAZ2B block -5%, PI4K2A block 8, G9a block 3%, GLS inhibitor 27%, ERG Ets-DNA blk -7%, HP1b binding inh 15% and ALOX12 inh -24%.
`CCOC(=O)CCn1nc(-c2ccc(Cl)cc2)cc1N` gave JMJD2A Tudor inh -15%, RGS4 inhibitor 17%, BAZ2B block -3%, PI4K2A block 15, G9a block 9%, GLS inhibitor 18%, ERG Ets-DNA blk 14%, HP1b binding inh 13% and ALOX12 inh 0%.
O=C(c1ccco1)N1N=C(c2ccco2)CC1c1ccc(Cl)cc1Cl (stereo not drawn) was read as JMJD2A Tudor inh -19%, RGS4 inhibitor 4%, BAZ2B block -1%, PI4K2A block -1, G9a block 20%[2.33 µM], GLS inhibitor 2%, ERG Ets-DNA blk 4%, HP1b binding inh 49%[activator] and ALOX12 inh -28%.
For Oc1ccccc1/C=N/n1c2ccccc2c2ccccc21 the results were JMJD2A Tudor inh -12%, RGS4 inhibitor 14%, BAZ2B block 3%, PI4K2A block 0, G9a block 6%, GLS inhibitor 12%, HP1b binding inh 23% and ALOX12 inh 1%.
`Oc1ccc(-c2nc3ccccc3nc2-c2ccccc2)cc1` gave JMJD2A Tudor inh -21%, RGS4 inhibitor -19%, BAZ2B block -6%, PI4K2A block -2, G9a block 15%, GLS inhibitor 7%, ERG Ets-DNA blk -5%, HP1b binding inh 54%[activator] and ALOX12 inh inconclusive.
Screening C=CCNC(=S)NNC(=O)c1cccnc1 returned JMJD2A Tudor inh -18%, RGS4 inhibitor -21%, BAZ2B block -11%, PI4K2A block -8, G9a block -1%, GLS inhibitor -6%, ERG Ets-DNA blk -13%, HP1b binding inh 28% and ALOX12 inh 349%[activator].
`Cc1ccc(SCc2[nH]nc3c2C2(C(=O)Nc4ccc(F)cc42)C(C#N)=C(N)O3)cc1` (stereo not drawn) gave JMJD2A Tudor inh -23%, RGS4 inhibitor 2%, BAZ2B block -27%, PI4K2A block 1, G9a block -28%[59 µM], GLS inhibitor 7%, ERG Ets-DNA blk 1%, HP1b binding inh -9% and ALOX12 inh -4%.

Compound activity (PubChem BioAssay)
